# Screening data deposited in PubChem BioAssay by Johns Hopkins Ion Channel Center.
# MrgX1 ag = agonists of human MrgX1 receptor | Q96LB2 | hit rate 0.44% among 310,000 | B-score at 10 µM | MrgX1-HEK293 cells, Fluo-4 calcium fluorescence, agonist mode; active compounds read high;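 active = calcium response B-score plate-corrected fluorescence ratio at least 3 library SD, with starting fluorescence B-score inside 5 SD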
#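 Material – MrgX1-expressing HEK293 cells · Input – 15,000 cells seeded per well · Dosing – compound as first of three additions · Times – overnight seeding, then 1 h dark dye loading · Measured by – kinetic Fluo-4 NW fluorescence of intracellular calcium · Read-out – B-scored fluorescence response ratio · Benchmarks – positive and negative control wells on each plate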
# KCNQ1 act = potentiates or activates the human KCNQ1 potassium channel. CHO-K1 KCNQ1, thallium flux FluxOR fluorescence; active compounds read high. B-score at 10 µM. hit rate 0.35% among 310,000;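 active = fluorescence ratio B-score, a plate-corrected score, at least three library SD, with initial intensity B-score within 5 SD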
# Target sequence (P51787 whole entry, looked up): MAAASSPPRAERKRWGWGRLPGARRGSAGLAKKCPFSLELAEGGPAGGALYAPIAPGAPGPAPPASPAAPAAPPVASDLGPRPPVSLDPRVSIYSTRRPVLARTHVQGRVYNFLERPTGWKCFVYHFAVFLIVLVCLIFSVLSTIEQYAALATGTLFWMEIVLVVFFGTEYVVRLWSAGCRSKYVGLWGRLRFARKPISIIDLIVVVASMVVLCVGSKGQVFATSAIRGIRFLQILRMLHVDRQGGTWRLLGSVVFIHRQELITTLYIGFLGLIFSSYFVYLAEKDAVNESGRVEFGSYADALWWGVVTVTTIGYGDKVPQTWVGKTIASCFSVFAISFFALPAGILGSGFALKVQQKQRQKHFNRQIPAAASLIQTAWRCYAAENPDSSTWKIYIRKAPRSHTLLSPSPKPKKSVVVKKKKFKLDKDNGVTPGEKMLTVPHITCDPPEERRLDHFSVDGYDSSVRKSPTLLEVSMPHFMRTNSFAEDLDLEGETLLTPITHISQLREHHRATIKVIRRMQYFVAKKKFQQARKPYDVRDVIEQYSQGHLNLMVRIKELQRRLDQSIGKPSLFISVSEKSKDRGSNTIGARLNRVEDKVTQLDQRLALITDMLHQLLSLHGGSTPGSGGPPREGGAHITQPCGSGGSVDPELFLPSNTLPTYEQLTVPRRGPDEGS
#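 Doses: Single concentration per compound, DMSO matched to controls | Test system: KCNQ1-transfected CHO-K1 cells | Timing: 90 min dye loading and 20 min compound exposure, both at room temperature | Measured by: Kinetic FluxOR thallium fluorescence, 10-s 1-Hz baseline, 110-s post-stimulus read | Medium: Assay buffer with matched DMSO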
# RGS4 pot = RGS4 potentiation or activation. HEK293 M3R/inducible RGS4, carbachol calcium flux Fluo4; active compounds read low. B-score at 10 µM. hit rate 0.92% among 310,000;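 active = B-score of the integrated calcium signal more than 4 SD below the library mean, with starting fluorescence not abnormally high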;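 also: negative B-score means reduced calcium response which marks RGS4 activation or potentiation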
#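 Material: Inducible-RGS4 HEK293 cells carrying M3 receptor; also added: carbachol at ECmax as muscarinic agonist stimulus; incubation: compound preincubation 20 min at room temperature before agonist; signal: Fluo4-AM (2 µM) calcium-flux fluorescence, kinetic read; measure: integrated calcium ratio converted to B score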
# RGS4 block = human RGS4 inhibition. P49798. hit rate 0.45% among 310,000. HEK293 M3R/RGS4 inducible, Fluo-4 calcium flux; active compounds read high; triggered by carbachol at its EC20. B-score at 10 µM;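 active = B-score, a plate-corrected calcium signal, over three deviations above library mean, with baseline fluorescence within five deviations of library mean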;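 also: RGS4 expression induced by doxycycline in cells with stable M3 receptor; B-score is computed from the integrated fluorescence ratio over baseline after carbachol; higher B-score means a larger calcium signal and so more RGS4 inhibition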
# Target sequence (P49798 whole entry, looked up): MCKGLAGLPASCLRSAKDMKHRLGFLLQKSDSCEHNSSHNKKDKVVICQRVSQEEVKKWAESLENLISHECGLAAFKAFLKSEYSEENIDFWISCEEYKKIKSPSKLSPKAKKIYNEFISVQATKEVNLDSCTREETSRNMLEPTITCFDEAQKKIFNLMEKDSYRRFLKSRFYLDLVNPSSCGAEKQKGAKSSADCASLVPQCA
# hERG protect = shields human hERG channel from block by proarrhythmic agents. hit rate 0.51% among 310,000. activation (rescue from dofetilide block), less the hit threshold, % at 10 µM. AID 1511. Q12809. CHO-hERG, FluxOR thallium flux, dofetilide IC70 present;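 active = activation above the mean of controls blocked by dofetilide plus 5 SD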;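 also: thallium influx through hERG after potassium depolarization seen as dye fluorescence rise; in these data hits start at about 4.7%; inactives centre near -7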
# KCNK9 block = human KCNK9 channel inhibition | Q9NPC2 | HEK293 KCNK9, FluxOR thallium flux fluorescence; active compounds read low | B-score at 10 µM | hit rate 1.2% among 310,000 | AID 488922;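 active = ratio B-score over 3 SD below the library mean, with starting fluorescence within 5 SD of its mean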;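 also: negative B-score means less thallium flux so channel inhibition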
# ANO1 block = blocks the mouse calcium-activated chloride channel TMEM16A. Q8BHY3. HEK293 TMEM16A/YFP iodide influx fluorescence, ionomycin. normalized B-score (activity score, 25-100; higher = stronger inhibition) at 10 µM. hit rate 1.2% among 310,000;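 active = ratio plate-corrected score three or more library SD toward inhibition, starting fluorescence score within five deviations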;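 also: score derived from kinetic fluorescence span divided by baseline fluorescence per well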
# ANO1 activ = activates or potentiates the mouse TMEM16A chloride channel | Q8BHY3 | HEK293 TMEM16A/YFP-H148Q/I152L, iodide quench fluorescence; active compounds read low | B-score at 10 µM | hit rate 0.3% among 340,000 | AID 623877;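 active = fluorescence-ratio B-score plate-corrected deviation score at least 3 library SD below zero, with starting fluorescence score within 5 deviations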;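 also: channel opened by trigger with iodide after compound preincubation; score built on the fluorescence ratio of max minus min over baseline; more negative score means more quench and so TMEM16A activation or potentiation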
# KCNK3 block = human KCNK3 channel inhibition, primary screen | O14649 | CHO-KCNK3 thallium flux, FluxOR fluorescence; active compounds read low | B-score at 10 µM | hit rate 0.84% among 340,000;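 active = B-score under library mean minus 4 SD, starting fluorescence ratio at most library mean plus 5 SD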;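 also: more negative B-score means stronger inhibition of thallium flux through KCNK3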
# KCNQ1 block = human KCNQ1 channel inhibition | B-score at 10 µM | CHO-K1 KCNQ1, FluxOR thallium flux fluorescence; active compounds read high | hit rate 1.3% among 310,000 | P51787;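 active = compounds whose thallium flux B-score, printed positive for inhibition, exceeds three library SD while starting fluorescence stays within three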;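 also: channel opened by potassium depolarization with thallium stimulus after 20 min compound exposure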
# MrgX1 PAM = allosterically activates human MrgX1 receptor signaling; MrgX1-HEK293, Fluo-4 calcium flux, FDSS; active compounds read high; AID 588675; Q96LB2; hit rate 0.63% among 310,000; B-score at 10 µM;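 active = plate-corrected calcium response at least 3 library SD above typical, normal starting fluorescence, not activating the receptor alone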;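 also: compound read alongside a low EC10 to EC30 dose of BAM8-22 agonist; peak minus trough fluorescence over baseline measured at the second addition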
# Numbers without * were called inactive; i = inactive; · = not tested or not shown.
# The line under a structure holds: MrgX1 ag | KCNQ1 act | RGS4 pot | RGS4 block | hERG protect | KCNK9 block | ANO1 block | ANO1 activ | KCNK3 block | KCNQ1 block | MrgX1 PAM
COc1ccc(-c2csc(NC(=O)CN3C(=O)CCC3=O)n2)c(OC)c1
→ i | i | i | i | -8 | i | i | i | i | i | i
Cc1cccc(OCC(=O)NCc2nc(-c3ccccc3)no2)c1
→ i | i | i | i | 2 | i | i | i | i | i | i
COC(=O)[C@H](Cc1ccccc1)NC(=O)NCc1ccc(C)cc1
→ i | i | i | i | -12 | i | i | i | i | i | i
CCOC(=O)CCNC(=O)N1CCCC(C(=O)c2ccccc2SC)C1 (stereo not drawn)
→ i | i | i | i | -12 | i | i | i | i | i | i
CC(=O)c1ccc(N(CC(=O)NC2CCCCC2)C(=O)c2csnn2)cc1
→ i | i | i | i | -5 | i | i | i | i | i | i
CS(=O)(=O)N1CCc2cc(S(=O)(=O)NCCNS(=O)(=O)c3ccc4c(c3)CCN4S(C)(=O)=O)ccc21
→ i | i | i | i | -5 | i | i | i | i | i | i
O=C(CCC1CCCN(C(=O)Cc2cccc(F)c2)C1)N1CCN(c2ccccn2)CC1 (stereo not drawn)
→ i | i | i | i | -8 | i | i | i | i | i | i
COc1ccc(OC)c(S(=O)(=O)N2CCN(C(=O)c3ccco3)CC2)c1
→ i | i | i | i | -4 | i | i | i | i | i | i
O=C(NCCCN1CCCCC1)C1CCN(S(=O)(=O)N2CCC3(CC2)OCCO3)CC1
→ i | i | i | i | -2 | i | i | i | i | i | i
O=S(=O)(NCC1CCCO1)c1cc(Cl)ccc1Br (stereo not drawn)
→ i | i | i | i | -3 | i | i | i | i | i | i
CCCN1C(=O)S/C(=C/c2ccc(N3CCOCC3)o2)C1=O
→ i | i | i | i | -24 | i | i | i | i | i | i
COc1ccc(C(CNC(=O)C(=O)Nc2ccc3c(c2)OCCO3)N2CCN(C)CC2)cc1 (stereo not drawn)
→ i | i | i | i | -10 | i | i | i | i | i | i
CCn1c(SCC(=O)NNC(=O)Cc2ccccc2)nnc1-c1ccccc1
→ i | i | i | i | -9 | i | i | i | i | i | i
CC(c1ccccc1)n1c(-c2ccncc2)n[nH]c1=S (stereo not drawn)
→ i | i | i | i | -6 | i | i | i | i | i | i
CCNc1nc(NCC)n2c(SCC(=O)c3ccccc3F)nnc2n1
→ i | i | i | i | -22 | i | i | i | i | i | i
Cc1[nH]c(C)c(S(=O)(=O)N2CCN(c3ccccc3)CC2)c1C(=O)N1CCCCC1
→ i | i | i | i | -8 | i | i | i | i | i | i
COc1cccc(OCCCN2CCCCC2)c1
→ i | i | i | i | -8 | i | i | i | i | i | i
Cc1ccc(CC(=O)Nc2cc(C)on2)cc1
→ i | i | i | i | -4 | i | i | i | i | i | i
N=c1c2c(ncn1CCCO)Oc1c(ccc3ccccc13)C2c1ccccc1 (stereo not drawn)
→ i | i | i | i | -18 | i | i | i | i | i | i
Cc1[nH]c(=O)[nH]c(=O)c1/C=N/NC(=O)[C@H](C)NC(=O)OC(C)(C)C
→ i | i | i | i | -8 | i | i | i | i | i | i
Cc1ccc(-n2nnnc2SCc2ccc(C(=O)O)cc2)cc1C
→ i | i | i | i | -6 | i | i | i | i | i | i
C=CCN1C(=O)c2ccc(C(=O)NCCc3ccc(F)cc3)cc2C1=O
→ i | i | i | i | -1 | i | i | i | i | i | i
CC(=O)c1cccc(CN2CCN(CC=C(C)C)C(CCO)C2)c1 (stereo not drawn)
→ i | i | i | i | -13 | i | i | i | i | i | i
Cn1ccnc1SCC(=O)c1cccc(C(F)(F)F)c1
→ i | i | i | i | -12 | i | i | i | i | i | i
CNCc1ccccc1Sc1ccc(O)c(O)c1
→ i | i | -7.5* | i | -2 | i | i | i | i | i | i
CCOC(=O)c1c(C)[nH]c(C(=O)C(C)OC(=O)c2cccc(OCc3c(C)noc3C)c2)c1C (stereo not drawn)
→ i | i | i | i | -3 | i | i | i | -12* | 17* | i
C=C1CCN([C@H](C(=O)Nc2ccc(OC)cc2)C(C)C)S(=O)(=O)c2ccccc21
→ i | i | i | i | -10 | i | i | i | i | i | i
Cc1ccc(-n2c(C)nn(Cc3ccc([N+](=O)[O-])cc3)c2=O)cc1
→ i | i | i | i | -10 | i | i | i | i | i | i
O=S(=O)(NN=C1CCCCCCC1)c1ccc(Br)cc1
→ i | i | i | i | -3 | i | i | i | i | i | i
CC1(c2nnc(Cc3ccccc3)o2)CC(c2c(Cl)cccc2Cl)=NO1 (stereo not drawn)
→ i | i | i | i | -4 | i | i | i | i | i | i
CCc1nc(SCC(=O)NCC2CCCO2)c2oc3ccccc3c2n1 (stereo not drawn)
→ i | i | i | i | -11 | i | i | i | i | i | i
O=C(c1ccc2c(c1)N(Cc1ccccc1)C(=O)CS2)N1CCOCC1
→ i | i | i | i | -10 | i | i | i | i | i | i
CC1CCN(C(=O)c2cc(-c3ccc(Cl)c(Cl)c3)on2)CC1
→ i | i | i | i | -5 | i | i | i | i | i | i
Cc1cc(C)n(-c2ccc(NC(=O)C3CCCCN3C(=O)c3cccs3)cc2)n1 (stereo not drawn)
→ i | i | i | i | -11 | i | i | i | i | i | i
CC(=O)c1cccc(N(CC(=O)NC2CCCC2)C(=O)c2ccc(C)s2)c1
→ i | i | i | i | -4 | i | i | i | i | i | i
CNC(=O)c1c(NC(=O)c2ccc(N3C(=O)CCC3=O)cc2)sc2c1CCCC2
→ i | i | i | i | -30 | i | i | i | i | i | i
COc1cccc(CNC(=S)NC2CCCC2)c1
→ i | i | i | i | -6 | i | i | i | i | i | i
COc1ccccc1NC(=O)CNC(=O)c1ccccc1C
→ i | i | i | i | -9 | i | i | i | i | i | i
CS(=O)(=O)N(CC(=O)N/N=C/c1ccccn1)c1ccc(Oc2ccccc2)cc1
→ i | i | i | i | -12 | i | i | i | i | i | i
CCOP(=O)(OCC)C(Nc1cccc([N+](=O)[O-])c1)c1ccc(OC)cc1 (stereo not drawn)
→ i | i | i | i | -11 | i | i | i | i | i | i
O=[N+]([O-])c1ccc(Oc2ccc(OCc3ccccc3)cc2)nc1
→ i | i | i | i | -6 | i | i | i | i | i | i
COc1ccc(NCC(=O)Nc2ccc(Br)cc2F)c(OC)c1
→ i | i | i | i | -9 | i | i | i | i | i | 9.2*
COc1cc(C(=O)NCC2(c3ccccc3)CCCC2)cc(OC)c1OC
→ i | i | i | i | -9 | i | i | i | i | i | i
O=C1Nc2ccccc2C(O)(C(=O)NCc2ccco2)N1c1ccc(Cl)cc1 (stereo not drawn)
→ i | i | i | i | -19 | i | i | i | i | i | i
Cc1cc(/C=N\NC(=O)c2cccs2)c(C)n1-c1ccc2ncccc2c1
→ i | i | i | i | -9 | i | i | i | i | i | i
CC1=C(C#N)C(NC(=O)C2CC2)(C(F)(F)F)C(=O)N1 (stereo not drawn)
→ i | i | i | i | -5 | i | i | i | i | i | i
COC(=O)[C@@]1(Cc2ccccc2)[C@H]2c3cc(C(=O)N4CCCC4)n(CCSCCO)c3C[C@H]2CN1C(=O)c1ccccc1
→ i | i | i | i | -5 | i | i | · | · | i | i
Cn1ncc(Br)c1C(=O)NC1CCCCCC1
→ i | i | i | i | -10 | i | i | i | i | i | i
Cc1cccc(C)c1NC(=O)CN(c1ccccn1)S(=O)(=O)c1ccccc1
→ i | i | i | i | -9 | i | i | i | i | i | i
COc1ccccc1C1CCN(c2cc(O)ccc2[N+](=O)[O-])CC1
→ i | i | i | i | -13 | -11* | 100* | i | -10* | 11* | i
CCOC(=O)NNS(=O)(=O)c1cc(Br)ccc1Br
→ i | i | i | i | -3 | i | i | i | i | i | i
CCO[C@@H]1OC(C(=O)Nc2ccccc2)=C[C@H](c2ccc3c(c2)OCO3)[C@H]1CCCO
→ i | i | i | i | -24 | i | i | i | i | i | i
CC(C)(C)S(=O)(=O)c1c(C(=O)O)cccc1C(=O)O
→ i | i | i | i | -8 | i | i | i | i | i | i
Cc1n[nH]c(C)c1CCN(C)Cc1cn(C)nc1-c1ccc2c(c1)OCCO2
→ i | i | i | i | -13 | i | i | i | i | i | i
COc1ccccc1N1CCN(C(=O)/C=C/c2cccc([N+](=O)[O-])c2)CC1
→ i | i | i | i | -3 | i | i | i | i | i | i
Cc1cc(C)n(-c2nnc(NC(C)(C)C)nn2)n1
→ i | i | i | i | -5 | i | i | i | i | i | i
COc1ccc(CCN2CC(C(=O)N3CCC(O)(c4ccccc4)CC3)CCC2=O)cc1 (stereo not drawn)
→ i | i | i | i | -11 | i | i | i | i | i | i
CC(C)c1[nH]nc2c1C(Cc1ccccc1)C(C#N)=C(N)O2 (stereo not drawn)
→ i | i | -7.6* | i | -13 | i | i | i | i | i | i
NNC(=O)C(=O)Nc1ccc(Cl)c(Cl)c1
→ i | i | i | i | -4 | i | i | i | i | i | i
Fc1ccc(/C=N/Nc2nccnc2Cl)cc1
→ i | i | i | i | -4 | i | i | i | i | i | i

# (cont.)
# The line under a structure holds: MrgX1 ag | KCNQ1 act | RGS4 pot | RGS4 block | hERG protect | KCNK9 block | ANO1 block | ANO1 activ | KCNK3 block | KCNQ1 block | MrgX1 PAM
CCC(=O)Nc1cc2c3c(c1)CCC(=O)N3CCC2
→ i | i | i | i | -7 | i | i | i | i | i | i
CN1CCN(c2oc(-c3ccccc3F)nc2S(=O)(=O)c2ccc(Cl)cc2)CC1
→ i | i | i | i | -13 | i | i | i | i | i | i
CCOC(=O)c1nc2nc(C)c(Cl)c(=O)n2[nH]1
→ i | · | · | · | · | · | i | i | i | · | i
Cc1ccc(N=C/C(C(=O)C(F)(F)F)=C(\O)c2cccs2)cc1
→ i | i | i | i | -11 | i | i | i | i | i | i
COc1ccc(CNC(=O)[C@H](NC(=O)C2CCN(C(=O)[C@@H](N)CCSC)CC2)C(C)C)cc1
→ i | i | i | i | -3 | i | i | i | i | i | i
O=C(COc1ccccc1)Nc1ccc(CSc2ccccc2)cc1
→ i | i | i | i | -6 | i | i | i | i | i | i
COc1ccc(OC)c(S(=O)(=O)N2CCC(C(=O)NCC3CCCO3)CC2)c1 (stereo not drawn)
→ i | i | i | i | -4 | i | i | i | i | i | i
CC(C)(C)c1csc(NC(=O)Cn2cnc3ccccc3c2=O)n1
→ i | i | i | i | -6 | i | i | i | i | i | i
